DAGLB inhibitor – blocks human DAGLB lipase activity | HEK293T DAGLB membrane lysate, EnzChek fluorogenic substrate | 0.059% of 340,000 active | Q8NCG7 | inhibition, % at 5.17 µM; in the data active = inhibition above about 34%;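 also: 0% = enzyme with vehicle and 100% = wells lacking enzyme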
Arrestin-AP2 inh – human beta-arrestin and AP2 interaction inhibition; FITC-arrestin peptide / GST-AP2 beads, flow cytometry; AP2 beta2 appendage carries R879A mutation; 0.31% of 340,000 active; AID 504490; inhibition, % at 10 µM;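 active = inhibition above a set limit, near 3 SD of compounds lacking own fluorescence, cut at about 54% in these data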;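 also: plate controls were DMSO wells for no effect and 5 µM unlabelled arrestin peptide for full effect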
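Material – GST-tagged AP2 beta2-adaptin appendage (R879A) on 4 µm glutathione beads · Probe or stimulus – fluorescein-tagged arrestin peptide at 50 nM final · Timing – 12 min plus 1 h, RT · Detection – bead flow cytometry, FITC channel · Read-out basis – inhibition as reduced fluorescein signal on beads, percent · Medium – PBS plus Tween 20 (0.05%) and BSA (0.1%)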
C-LANA FP – inhibitors of KSHV LANA C-terminal domain DNA binding. MBP-C-LANA/FAM-LBS DNA binding, fluorescence polarization. inhibition, % at 9 µM. 0.078% of 340,000 active. AID 504423;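 active = highest replicate inhibition at or above 60% at 9 µM, even if other replicates fall short; inactive = all replicates below 60% inhibition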;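 also: 0% = neutral control wells and 100% = 4 µM acridine orange control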
Cardiac RTF inh – cardiac RTF calcium desensitization | IANBD-labeled cardiac RTF, Ca2+ fluorescence | AID 493244 | inhibition, % at 7.15 µM | 0.12% of 340,000 active;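 active = inhibition above the mean inhibition of all tested compounds plus 3 SD, cut at about 17% in these data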;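 also: assay run at fixed EC70 calcium of 1.6 mM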
CAL PDZ FP-1 – inhibitors of human CAL PDZ peptide binding; Q9HD26; purified CAL PDZ, TMR-peptide fluorescence polarization, 1 h; inhibition, % at 20 µM; 0.02% of 330,000 active; AID 504414;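 active = highest replicate inhibition of at least 40%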;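 also: plate controls were DMSO neutral control wells for no effect and unlabeled competitor peptide control wells for full effect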
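Material: tagged CAL PDZ protein CerCALP, purified; buffer or medium: sodium phosphate/NaCl buffer pH 7.4 with TCEP, IgG, Thesit; also added: fluorescent TMR peptide probe; schedule: 1 h incubation at room temperature before polarization reading; technique: fluorescence polarization from S- and P-plane intensities, G-factor corrected; control set: unlabelled peptide and DMSO controls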
NSD2 HMT inh – inhibitors of human histone methyltransferase NSD2; O96028; NSD2 peptide methylation, AlphaScreen, 120 min; inhibition, % at 12.5 µM; 0.54% of 310,000 active; AID 743445; in the data active = inhibition above about 50%
Pemphigus Ab inh – blocks pemphigus antibody binding to human desmoglein-3; P32926; binding (percent of control), % at 10 µM; 0.48% of 310,000 active; AID 588358; DSG3-coupled beads, scFv-anti-DSG3-GFP binding, flow cytometry; stronger effect = lower value;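 active = binding more than 3 SD below its plate's average and above zero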;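 also: hits lower antibody fragment binding to DSG3; some compounds called inactive have numbers as strong as hits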
V-ATPase pH – alters yeast V-ATPase proton transport; 0.37% of 350,000 active; response, % at 10 µM; S. cerevisiae, pHLuorin cytosolic pH fluorescence; in the data active = response mostly above about 7.3%, no sharp cut-off; inactive = mostly below about 5.4%; also: actives read high; inactives centre near 0; some compounds called inactive have numbers as strong as hits
Keap1-Nrf2 PPI – disrupts human Keap1 binding to Nrf2 peptide; Q14145; Keap1 Kelch-Nrf2 peptide fluorescence polarization, 1536-well; inhibition, % at 9.4 µM; 0.15% of 340,000 active; in the data active = inhibition above about 12%;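 also: human Keap1 Kelch domain with fluorescein labeled Nrf2 9mer peptide probe; 0% = neutral control wells and 100% = peptide positive control; higher means more block of Keap1 binding to Nrf2 peptide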
Target sequence (Q14145 whole entry, looked up, the tested form may be a part): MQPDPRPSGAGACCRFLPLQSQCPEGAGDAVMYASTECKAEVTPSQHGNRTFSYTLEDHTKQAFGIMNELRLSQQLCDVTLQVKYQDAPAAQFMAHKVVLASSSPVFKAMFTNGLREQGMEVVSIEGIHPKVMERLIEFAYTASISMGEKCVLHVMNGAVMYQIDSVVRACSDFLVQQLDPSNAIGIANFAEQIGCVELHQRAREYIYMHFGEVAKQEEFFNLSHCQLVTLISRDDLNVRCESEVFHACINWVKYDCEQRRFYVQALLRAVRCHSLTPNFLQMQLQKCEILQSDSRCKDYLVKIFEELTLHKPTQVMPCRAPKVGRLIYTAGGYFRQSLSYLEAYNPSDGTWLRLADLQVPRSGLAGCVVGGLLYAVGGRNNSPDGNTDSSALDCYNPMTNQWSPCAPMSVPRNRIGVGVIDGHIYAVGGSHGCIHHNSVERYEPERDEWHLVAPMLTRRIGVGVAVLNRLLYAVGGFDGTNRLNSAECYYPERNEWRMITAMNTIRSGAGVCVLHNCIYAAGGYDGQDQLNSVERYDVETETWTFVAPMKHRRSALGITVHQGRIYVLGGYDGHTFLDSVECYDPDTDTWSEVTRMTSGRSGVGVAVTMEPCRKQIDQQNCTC
CAL PDZ FP-2 – CAL PDZ (human) peptide binding inhibition; Q9HD26; purified CAL PDZ, TMR-peptide fluorescence polarization, 1 h; inhibition, % at 24.9 µM; 0.92% of 300,000 active; AID 602252;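 active = mean inhibition of at least 30% with at least half of replicates also reaching 30%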;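 also: 0% = DMSO neutral control and 100% = excess unlabeled competitor peptide PRC23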
Numbers without * were called inactive; · = not tested or not shown. These rows are one share of the data (hit frequency here may not be typical).

SMILES	DAGLB inhibitor	Arrestin-AP2 inh	C-LANA FP	Cardiac RTF inh	CAL PDZ FP-1	NSD2 HMT inh	Pemphigus Ab inh	V-ATPase pH	Keap1-Nrf2 PPI	CAL PDZ FP-2
COc1cccc(Nc2c(F)c(F)c(F)c(F)c2C(=O)O)c1	4	-4	2.2	0	-0.4	1	96	4	-1	-2
CO/N=C/c1ccc(OC)c(Oc2nc(OC)cc(OC)n2)c1	-3	-1	0.0	-9	-3.6	-3	89	0	-3	-4
CC1CN(CC(=O)Nc2cccc(C(=O)Nc3cccc(C(F)(F)F)c3)c2)CC(C)O1 (stereo not given)	-1	11	-2.0	-7	-3.2	·	99	1	-1	-5
Cc1cc(C)cc(OCC(=O)OCC(=O)NC2CCCCCC2)c1	-6	-16	2.8	-10	-1.4	-2	·	17*	2	3
O=C(COC(=O)c1ccc(O)cc1O)Nc1ccc2ccccc2c1	-2	-6	2.0	-5	-0.4	-2	96	4	3	4
COc1ccc(-n2c(=S)[nH]c3cc(C(=O)NCCCN4CCOCC4)ccc3c2=O)cc1OC	0	21	-0.4	9	-1.5	0	98	-2	-1	-4
O=[N+]([O-])c1ccc(Cl)c(S(=O)(=O)/N=C(/c2ccccc2)N2CCOCC2)c1	2	9	-0.5	-10	-0.2	-1	106	-1	1	1
c1csc(-c2nn[nH]n2)c1	5	7	0.4	2	-1.4	·	110	-3	-3	0
COc1ccccc1N1CCN(C(=O)C2C3C=CC4(CN(Cc5ccccc5Cl)C(=O)C24)O3)CC1 (stereo not given)	-3	-3	4.2	-6	-1.4	4	98	-6	0	0
O=C(Cc1cccs1)N1CCN(S(=O)(=O)c2ccc(Br)cc2)CC1	-1	-2	-1.4	9	-2.3	0	99	2	0	-1
Cc1cc(/C(N)=N/OC(=O)c2ccccc2Cl)no1	·	12	0.8	·	-1.6	10	105	1	2	·
COc1cccc(C(C(=O)NC2CCCC2)N(Cc2cccnc2)C(=O)Cc2cccs2)c1 (stereo not given)	1	2	-0.3	-1	-2.7	28	·	-2	-1	-5
COc1ccc(Cc2nnc(NS(=O)(=O)Cc3ccccc3)s2)cc1	1	2	0.2	-4	-0.5	1	78	-7	5	-1
COc1ccc(NC(=O)c2cc(-c3ccccc3)on2)cc1OC	-2	-2	2.0	-3	-0.3	0	103	0	2	0
COc1ccc(OC)c(C(=O)NC(CC(N)=O)c2ccc(N3CCN(c4ccccc4)CC3)c([N+](=O)[O-])c2)c1 (stereo not given)	5	-4	0.5	5	0.3	·	104	-2	-6	-1
CCCCCC(=O)C(=O)c1ccc(O)cc1O	-1	3	1.3	-3	-1.7	-2	98	7	-5	2
COc1ccccc1OCCC(=O)OCC(=O)Nc1cc(S(=O)(=O)N2CCOCC2)ccc1Cl	-1	0	-0.8	-9	-0.5	-2	113	2	-2	-4
COc1ccc(NC(=O)CNS(=O)(=O)c2ccc(Cl)cc2)cc1	0	3	1.1	-5	-0.9	-2	·	0	0	-3
O=C(COc1ccc(Br)cc1Br)NC(=S)N1CCCc2ccccc21	4	17	0.1	17*	-0.7	·	97	-7	-2	-6
CCCC(=O)c1cc2cc(Cl)ccc2oc1=O	2	5	0.2	1	-2.2	1	105	2	1	-1
CCn1c(=S)sc2c(=O)n(-c3ccccc3)c(SCC(=O)NCc3ccco3)nc21	1	20	0.2	0	-2.3	-1	96	-3	-1	·
Cc1nn(Cc2c(Cl)cccc2Cl)c(C)c1C(=O)NCc1ccc(C)n1C	-3	1	0.2	5	0.0	1	107	-4	-10	-4
CC(=O)c1ccc(N(CC(=O)NC2CCCCC2)C(=O)CNC(=O)c2ccco2)cc1	-2	20	0.2	-2	-1.8	-5	37*	-4	-3	-2
COCC(C)n1c(SCC(=O)NC(=O)NC2CCCC2)nc2ccccc2c1=O (stereo not given)	-1	-4	-2.1	0	-1.1	0	103	1	3	-2
Cc1ccccc1CNC(=O)CCNS(=O)(=O)c1ccc(OC(F)(F)F)cc1	-2	5	2.1	-7	1.1	-1	102	-1	1	-4

A stretch from further up:
SMILES	DAGLB inhibitor	Arrestin-AP2 inh	C-LANA FP	Cardiac RTF inh	CAL PDZ FP-1	NSD2 HMT inh	Pemphigus Ab inh	V-ATPase pH	Keap1-Nrf2 PPI	CAL PDZ FP-2
CO/N=C/c1ccc(OC)c(Oc2nc(OC)cc(OC)n2)c1	-3	-1	0.0	-9	-3.6	-3	89	0	-3	-4
CC1CN(CC(=O)Nc2cccc(C(=O)Nc3cccc(C(F)(F)F)c3)c2)CC(C)O1 (stereo not given)	-1	11	-2.0	-7	-3.2	·	99	1	-1	-5

A few values from the results shown:
Entry of `Cc1ccccc1CNC(=O)CCNS(=O)(=O)c1ccc(OC(F)(F)F)cc1` in CAL PDZ FP-2: -4
Entry of `COc1ccccc1OCCC(=O)OCC(=O)Nc1cc(S(=O)(=O)N2CCOCC2)ccc1Cl` in Cardiac RTF inh: -9
Entry of `Cc1cc(/C(N)=N/OC(=O)c2ccccc2Cl)no1` in C-LANA FP: 0.8
Entry of `COc1ccccc1N1CCN(C(=O)C2C3C=CC4(CN(Cc5ccccc5Cl)C(=O)C24)O3)CC1` (stereo not given) in C-LANA FP: 4.2

(further entries)
SMILES	DAGLB inhibitor	Arrestin-AP2 inh	C-LANA FP	Cardiac RTF inh	CAL PDZ FP-1	NSD2 HMT inh	Pemphigus Ab inh	V-ATPase pH	Keap1-Nrf2 PPI	CAL PDZ FP-2
CC(C)CC(=O)Nc1cc([N+](=O)[O-])ccc1Cl	-2	0	1.3	0	-0.2	5	95	-5	0	·
O=S(=O)(c1ccc(Cl)c(Cl)c1)N1CCc2nc3ccccc3n2CC1	-2	17	-0.2	-2	-0.1	-3	99	4	-2	2
CCN(C(C)=O)c1cnc(C=NNC(N)=S)c2ccccc12	1	20	-1.9	-5	-0.1	8	91	-3	-4	-3
CCc1nnc(NC(=O)CCC(=O)NC2CCCc3ccccc32)s1 (stereo not given)	-2	19	0.2	-3	-2.9	1	112	5	5	-5
Cc1ccccc1-c1nc(CS(=O)(=O)CC(=O)NC2CC2)c(C)o1	-1	31	-0.9	0	-2.9	2	100	-5	-2	3
CC(=O)Nc1cccc2c1C(=O)N(c1cccc(OC(C)=O)c1)C2=O	3	-4	0.8	8	-0.3	4	109	2	-3	-1
O=C(NCc1ccc(F)cc1)c1cccc(S(=O)(=O)N2CCCC2)c1	-4	34	-0.3	-2	-0.3	-1	·	-1	-1	0
CCN(CCCNC(=O)CCn1c(=O)[nH]c2ccccc2c1=O)c1cccc(C)c1	-1	17	0.7	4	-1.5	2	·	-5	-5	6
O=C(O)CC1S/C(=N/N=C/C2CC=CCC2)NC1=O (stereo not given)	-1	12	-1.3	-2	-0.2	-2	93	3	0	1
O=C(NC1CCCCC1)c1ccc(Cn2cc(Br)cn2)o1	2	8	2.2	10	-0.4	0	100	6	-6	-1
CCNC(=S)NCc1ccco1	3	0	-0.4	-16	0.9	2	96	-3	2	-1
O=c1ccc(-c2nc3ccccc3n2Cc2ccccc2Cl)c[nH]1	1	11	1.1	-11	-1.9	-1	100	0	-5	-3
COc1ccc(CC(=O)Nc2ccc(N3CCCCC3)cc2)cc1	-3	5	2.0	1	-0.4	32	88	8	-3	-6
O=C(NCCc1ccc(F)cc1)c1ccc(Cl)c(S(=O)(=O)N2CCOCC2)c1	-1	-15	-0.3	-7	-1.2	-2	90	-1	-1	0
O=C(NNC(=O)c1cccc2ccccc12)c1ccc(-c2ccccc2)cc1	-6	-21	3.7	-2	0.8	1	·	-2	0	-4
O=C(Cc1ccccc1)Nc1ccc(NC(=O)c2ccco2)cc1	-1	19	-1.0	9	-0.6	-2	·	-3	1	·
Cc1ccccc1NC1=NC2(CCCC2)N=C(N)N1	-1	18	0.0	5	0.1	1	100	2	-5	-4
CCn1ncc(Br)c1C(=O)Nc1cccc(C(C)=O)c1	2	41	-7.0	-13	-3.8	-3	96	4	1	-3
CN(C(=O)c1ccc(NC(=O)Cc2ccc(NC(=O)C3CCN(C(=O)C4CC4)CC3)cc2)cc1)C1CCCC1	-1	14	-4.0	-9	-1.5	·	105	-4	-4	0
Cc1cccc(CCNC(=O)CCS(=O)(=O)c2ccc3nc(C)sc3c2)c1	1	-1	1.4	-3	0.8	·	113	-3	-1	-6
CCN(CC)CCn1c(NCc2cc(OC)ccc2OC)nc2ccccc21	-2	0	1.8	5	-0.2	-4	·	-1	-7	-2
CC(C)CN1CCN(Cc2nc(C(C)C)cs2)CC1CCO (stereo not given)	-2	-63	1.2	12	-3.6	9	-8.8*	-1	-4	1
O=C1CN(CC(=O)N2CCCCC2)c2ccccc2O1	1	12	1.4	-8	-1.5	16	·	3	-2	0
CCOc1ccc(CCNC(=O)C(C)n2nc(C)c3c(C)n(-c4ccccc4)nc3c2=O)cc1 (stereo not given)	1	4	-0.5	-3	-1.3	-4	95	1	1	0
Brc1ccc(OCCCCCN2CCOCC2)cc1	-2	-24	-2.3	-4	-1.3	5	102	-2	-1	-1
SMILES	DAGLB inhibitor	Arrestin-AP2 inh	C-LANA FP	Cardiac RTF inh	CAL PDZ FP-1	NSD2 HMT inh	Pemphigus Ab inh	V-ATPase pH	Keap1-Nrf2 PPI	CAL PDZ FP-2
COc1ccc(-n2nnnc2SCC(=O)c2ccc(OC)c(OC)c2)cc1	-4	-8	-1.2	-1	-0.5	-2	108	-3	-2	-3
Cc1ccc(S(=O)(=O)Nc2ccc3ncccc3c2)cc1	-2	1	-1.0	-7	-1.9	-1	98	-1	0	-4
CCCCc1c(O)nc(SCC(=O)N2CCOCC2)n(-c2ccc(OC)cc2)c1=O	-1	5	-0.6	-20	-2.0	-1	91	0	-6	0
CCOc1ccc(NC(=O)C/C(C)=N/NC(=O)COc2ccc(Br)cc2C)cc1	-3	-6	-1.4	-2	-1.4	1	103	0	-5	-1
CC(=O)n1c(=O)oc2ccccc21	1	-8	-0.7	-5	-0.3	3	92	-2	1	1
Cc1cc(C(=O)COC(=O)c2cccnc2Cl)c(C)n1-c1c(C)n(C)n(-c2ccccc2)c1=O	2	11	0.0	12	-2.6	·	101	0	2	-1
Cc1cc(C)cc(NC(=O)C(OC(=O)c2ccc(NC(=O)CC#N)cc2)c2ccccc2)c1 (stereo not given)	-1	-13	-3.8	-7	-3.0	-2	94	-5	-10	-7
COc1cc(C(=O)Nc2ccc(C(=O)O)cc2)ccc1OC(C)=O	-3	6	-1.1	1	-0.1	3	104	2	2	0
CCN(CC(=O)NCc1ccc(Cl)cc1)C(=O)CNS(=O)(=O)c1ccc(NC(C)=O)cc1	0	-6	0.7	-7	-0.4	-2	103	1	0	19
COc1cccc(C(=O)C2CN(c3ccccc3)CC2c2ccc(Cl)cc2)c1 (stereo not given)	-14	-3	-1.4	0	-0.5	0	101	1	-7	1
O=C(Nc1ccc(F)c(F)c1)c1cccnc1	-3	-9	-0.3	-12	-0.3	·	121	4	-1	·
CCOC(=O)c1sc(NNC(=O)c2ccc(F)cc2)nc1C	0	12	-0.6	-2	-2.1	4	·	10	5	-4
COCCNc1nc(-n2nc(C)cc2C)nc2sc3c(c12)CCCC3	-1	-6	0.9	-2	-1.1	3	113	5	-6	-1

Screening data deposited in PubChem BioAssay by several laboratories.
